# GSK3 alpha inh: blockers of GSK3A enzyme activity – biochemical, luminescence, cell-free homogeneous, HTS, primary screen. Glycogen synthase kinase-3 alpha (Homo sapiens), P49840. GSK-3 alpha kinase, ADP-Glo luminescence, 60 min. inhibition, % at 10 µM. 0.1% of 320,000 active. AID 2650, 2010;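 in the data active = inhibition above about 50%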;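 also: GST-tagged GSK-3 alpha with peptide substrate and 25 µM ATP; 0% = DMSO neutral wells and 100% = GW8510 positive control wells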
# Target sequence (P49840 whole entry, looked up): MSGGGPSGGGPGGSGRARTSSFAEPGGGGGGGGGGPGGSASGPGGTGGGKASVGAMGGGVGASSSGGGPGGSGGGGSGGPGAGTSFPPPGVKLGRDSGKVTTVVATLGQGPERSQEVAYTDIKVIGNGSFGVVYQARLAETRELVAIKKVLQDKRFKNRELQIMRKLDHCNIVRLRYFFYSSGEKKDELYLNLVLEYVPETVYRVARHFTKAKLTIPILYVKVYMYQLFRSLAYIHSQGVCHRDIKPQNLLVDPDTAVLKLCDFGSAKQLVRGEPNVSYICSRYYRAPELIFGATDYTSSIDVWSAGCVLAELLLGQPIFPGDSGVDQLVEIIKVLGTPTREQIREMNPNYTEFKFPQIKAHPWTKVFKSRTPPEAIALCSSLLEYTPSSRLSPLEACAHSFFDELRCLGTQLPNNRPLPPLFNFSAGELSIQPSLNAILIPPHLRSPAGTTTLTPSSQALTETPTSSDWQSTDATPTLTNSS
# HDAC3 inhib: HDAC3 deacetylase inhibitors, primary screen, biochemical, fluorescence, cell-free homogeneous; inhibition, % at 8.3 µM; recombinant HDAC3, fluorogenic peptide/trypsin coupled; 0.15% of 320,000 active; Histone deacetylase 3 (Homo sapiens), O15379; in the data active = inhibition above about 26%, passing the limit was not always enough
# KCNQ1 pot: potentiators or activators of KCNQ1 channel, primary screen, cell-based, thallium flux, high-throughput; Potassium voltage-gated channel subfamily KQT member 1 (Homo sapiens), P51787; CHO-K1 KCNQ1, thallium flux FluxOR fluorescence; active compounds read high; B-score at 10 µM; 0.35% of 310,000 active;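 active = fluorescence ratio B-score, a plate-corrected score, at least three library SD, with initial intensity B-score within 5 SD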
#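 assay system = KCNQ1-transfected CHO-K1 cells | medium = assay buffer with matched DMSO | probe or stimulus = depolarizing K+/Tl+ stimulus, K2SO4 and Tl2SO4 each 12.5 mM in 5x stock | dosing = single dose | incubation = dye 90 min, compound 20 min, room temperature | detection = kinetic FluxOR fluorescence, 10 s baseline plus 110 s post-stimulus | evaluation = ratio B score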
# hERG rescue: hERG rescue from dofetilide block, primary screen, cell-based, CHO-hERG, FluxOR thallium flux, dofetilide IC70; 0.51% of 310,000 active; dofetilide IC70 present; activation (rescue from dofetilide block), less the hit threshold, % at 10 µM; Voltage-gated inwardly rectifying potassium channel KCNH2 (Homo sapiens), Q12809;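 active = activation above the mean of controls blocked by dofetilide plus 5 SD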;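 also: thallium influx through hERG after potassium depolarization seen as dye fluorescence rise; in these data hits start at about 4.7%; inactives centre near -7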
# PolyA inh: polyadenylation inhibitors in yeast reporter cells, primary screen, luminescence, S. cerevisiae | 0.02% of 300,000 active | AID 1875, 2009 | calls only at 12 µM | S. cerevisiae SKY197-pL101 polyadenylation reporter, beta-gal luminescence; efflux-impaired pdr1/pdr3 knockout yeast; score 100 = 6 SD above DMSO;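 active = lowest replicate activity score at least 50, where 100 means six control SD above control mean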;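 also: yeast exposed to compound for 9 h at 30 °C; higher score means more reporter readthrough which indicates perturbed polyadenylation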
# KCNK9 block: KCNK9 potassium channel inhibitors, primary screen, HEK293 cells, thallium flux; B-score at 10 µM; Potassium channel subfamily K member 9 (Homo sapiens), Q9NPC2; 1.2% of 310,000 active; FluxOR thallium flux fluorescence; active compounds read low; AID 488922, 2010;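 active = ratio B-score over 3 SD below the library mean, with starting fluorescence within 5 SD of its mean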;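 also: negative B-score means less thallium flux so channel inhibition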
# RGS4 act: RGS4 potentiators or activators, primary screen, cell-based, HEK293 M3R inducible RGS4, calcium flux. carbachol calcium flux Fluo4; active compounds read low. B-score at 10 µM. 0.92% of 310,000 active;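 active = B-score of the integrated calcium signal more than 4 SD below the library mean, with starting fluorescence not abnormally high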;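 also: negative B-score means reduced calcium response which marks RGS4 activation or potentiation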
#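 System: HEK293 FlpIn-TREx cells, stable M3R, doxycycline-inducible RGS4. Timing: overnight RGS4 induction, 30 min dye load 37 °C, 20 min compound RT. Also added: carbachol, ECmax concentration. Measured by: Fluo4 fluorescence kinetic imaging of calcium. Evaluation: integrated calcium ratio converted to B score.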
# KCNQ1 inh: inhibitors of human KCNQ1 channel, primary screen, cell-based, thallium flux, high-throughput; Potassium voltage-gated channel subfamily KQT member 1 (Homo sapiens), P51787; CHO-K1 KCNQ1, FluxOR thallium flux fluorescence; active compounds read high; B-score at 10 µM; 1.3% of 310,000 active; AID 2642, 2010;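 active = compounds whose thallium flux B-score, printed positive for inhibition, exceeds three library SD while starting fluorescence stays within three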;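 also: channel opened by potassium depolarization with thallium stimulus after 20 min compound exposure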
# GSK3beta inhib: human GSK3beta kinase inhibitors, primary screen, biochemical, cell-free homogeneous, HTS; 0.038% of 300,000 active; Glycogen synthase kinase-3 beta (Homo sapiens), P49841; GST-GSK3beta kinase, ADP-Glo luminescence, 60 min; active compounds read low; activity score (negative = inhibition), % at 10 µM;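 active = more than half of replicate wells score below -50%, meaning over 50% inhibition versus plate controls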;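 also: 0% = median DMSO wells and -100% = median GW8510 positive control wells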
# Target sequence (P49841 whole entry, looked up): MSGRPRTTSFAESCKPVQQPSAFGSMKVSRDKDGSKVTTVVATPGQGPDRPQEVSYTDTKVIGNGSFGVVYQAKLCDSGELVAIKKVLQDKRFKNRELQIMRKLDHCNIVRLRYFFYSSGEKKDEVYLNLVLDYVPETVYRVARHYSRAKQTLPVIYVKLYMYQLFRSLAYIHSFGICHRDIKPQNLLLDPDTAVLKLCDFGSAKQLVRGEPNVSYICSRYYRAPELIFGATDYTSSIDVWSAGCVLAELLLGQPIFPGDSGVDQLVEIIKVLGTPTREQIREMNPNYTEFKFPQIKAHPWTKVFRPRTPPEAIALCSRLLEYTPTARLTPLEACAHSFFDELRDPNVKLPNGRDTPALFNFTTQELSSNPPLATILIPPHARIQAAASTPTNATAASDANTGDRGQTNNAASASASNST
#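 Test system: GST-tagged human GSK3beta kinase, cell-free; evaluation: activity score scaled between in-plate DMSO and GW8510 controls; measured by: ADP-Glo luminescence; incubation: 60 min reaction, RT; benchmarks: DMSO and 20 µM GW8510; reagent: peptide substrate plus 25 µM ATP (final); medium: Tris/MgCl2 kinase buffer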
# DYRK1A inh: rat Dyrk1A kinase inhibitors, primary screen, biochemical, single point, plate reader | Dual specificity tyrosine-phosphorylation-regulated kinase 1A (Rattus norvegicus), Q63470 | ADP-Glo luminescence, NFATc1 peptide | inhibition, % at 12.5 µM | 0.43% of 310,000 active; in the data active = inhibition above about 50%;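 also: plate controls were vehicle with enzyme for no effect and no enzyme for full effect; many of its hits are not listed in these tables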
# KCNK3 inh: human KCNK3 channel inhibitors, primary screen, CHO cells, FluxOR thallium flux, B-score; 0.84% of 340,000 active; Potassium channel subfamily K member 3 (Homo sapiens), O14649; AID 602410, 2012; B-score at 10 µM; FluxOR fluorescence; active compounds read low;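 active = B-score under library mean minus 4 SD, starting fluorescence ratio at most library mean plus 5 SD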;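 also: more negative B-score means stronger inhibition of thallium flux through KCNK3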
# * marks the source's active call; other numbers are inactive results; i = inactive; . = no result given. Some of the compounds tested. The share of hits here may be higher or lower than overall.
SMILES,GSK3 alpha inh,HDAC3 inhib,KCNQ1 pot,hERG rescue,PolyA inh,KCNK9 block,RGS4 act,KCNQ1 inh,GSK3beta inhib,DYRK1A inh,KCNK3 inh
CCCCn1c(SCC(=O)Nc2ccc3c(c2)OCO3)nc2c1c(=O)n(C)c(=O)n2C,-1,-1,i,-10,i,i,i,i,4,1,i
Cc1ccc(S(=O)(=O)NNc2nnc(C)c(=O)[nH]2)cc1,-1,7,i,-7,i,i,i,i,1,-5,i
CCOc1cc(/C=N/Nc2cc(C)nc3ccc(C)cc23)ccc1O,19,4,i,-14,i,i,i,i,-2,.,i
O=C(/C=C\Nc1ccc(S(=O)(=O)Nc2ncccn2)cc1)c1ccccc1,.,.,i,-9,i,i,i,i,-3,7,i
NC(=O)COc1ccc2cc(-c3ccccc3)c(=O)oc2c1,-12,-158,i,-1,i,i,i,i,0,0,i
CCC1CCCCN1C(=O)COc1c(Br)cc(Br)c2cccnc12 (centres undefined),-2,-3,i,-24,i,i,i,i,3,8,i
CC(C)OCCCn1c(SCC(=O)N2CCc3ccccc32)nc2ccccc2c1=O,0,1,i,-11,i,i,i,i,3,-4,i
CCCCn1cc(SCC(=O)O)c2ccccc21,-10,8,i,-8,i,i,i,i,2,1,i
O=C(COC(=O)c1cccs1)NC1CCCC1,-2,-7,i,-4,i,i,i,i,.,.,i
CCn1c(C)nc2cc(C(=O)NNC(=O)Nc3cccc(Cl)c3)ccc21,0,6,i,-7,i,i,i,i,-5,-2,i
O=C(NCC(c1ccco1)N1CCN(c2ccc(F)cc2)CC1)c1ccc2c(c1)OCO2 (centres undefined),-2,8,i,-5,i,i,i,i,-25,-4,i
CC(=O)c1c(C)[nH]c(C(=O)OCC(=O)N2CC(=O)Nc3ccccc32)c1C,-2,5,i,-8,i,i,i,i,-1,7,i
Cc1ccc2nc(SCC(=O)c3cc(C)n(C)c3C)[nH]c2c1,.,9,i,-8,i,i,i,i,1,2,i
COc1nc(Nc2ccc([N+](=O)[O-])cc2)nc(NC(C)C)n1,-3,7,i,-1,i,i,i,i,-3,-4,i
CCCN(C(=O)COC(=O)CCOc1ccc(C)cc1)c1c(N)n(Cc2ccccc2)c(=O)[nH]c1=O,1,4,i,-10,i,i,i,i,1,-2,i
N/C(Cc1ccc(Cl)cc1Cl)=N\OC(=O)c1ccccc1F,0,5,i,-3,i,i,i,i,-2,4,i
CC(c1ccccc1)n1c(CCCO)nc2ccccc21 (centres undefined),-1,-8,i,-6,i,i,i,i,-28,5,i
CNS(=O)(=O)c1cn(CC(=O)NCc2ccc(F)cc2)cc1S(=O)(=O)NC,-1,-2,i,0,i,i,i,i,0,0,i
CCOC(=O)NC(C(Cl)(Cl)Cl)S(=O)(=O)c1ccccc1 (centres undefined),-2,-2,i,-10,i,i,i,i,2,-2,i
Cc1cc(C)cc(-n2cccc2/C=C2/C(=N)N3C(=NC2=O)SN=C3S(C)(=O)=O)c1,-3,4,i,-19,i,i,i,10*,1,-5,i
CSc1cccc(NC(=O)/C=C/c2ccc(Cl)cc2)c1,-3,2,i,-18,i,i,i,i,-5,8,i
O=C(c1ccc(S(=O)(=O)N2CCOCC2)cc1)N(c1cccc(Cl)c1)C1C=CS(=O)(=O)C1 (centres undefined),3,0,i,1,i,i,i,i,5,-3,i
COc1cc(/C=N/NC(=O)c2ccoc2C)cc(OC)c1OC,1,1,i,-6,i,i,i,i,1,5,i
CC1OC(OC2C(CO)OC(OC3C(CO)OC(O)C(O)C3O)C(O)C2O)C(O)C(O)C1N[C@@H]1C=C(CO)[C@@H](O)C(O)[C@H]1O (some centres undefined),-3,9,i,-3,i,i,i,i,-1,-9,i
CCOC(=O)C1=C(C)Nc2nc(=S)[nH]n2C1c1ccc(Cl)cc1 (centres undefined),.,.,i,-13,i,i,i,i,-4,-1,i
COCCNC(=O)CSc1nc(-c2ccccc2)cs1,0,-7,i,-12,i,i,i,i,-4,4,i
Cn1c(NCc2ccco2)nc2c1c(=O)n(Cc1ccc(Br)cc1)c(=O)n2C,-2,-5,i,-3,i,i,i,i,-4,.,i
CCCCc1nc2ccccc2c(=O)n1NC(=O)c1c(O)c2c(n(CC(C)C)c1=O)CCCC2,.,.,i,-4,i,i,i,6*,-5,-5,i
CCOC(=O)c1cc(C)sc1NC(=O)c1ccc(Cl)s1,-2,1,i,-1,i,i,i,i,5,-10,i
C=CCn1c(NS(=O)(=O)c2ccccc2)c(S(=O)(=O)c2ccc(C)cc2)c2nc3ccccc3nc21,8,-67,i,-6,i,i,i,i,4,-66,i
Cc1cc(C)n(-c2nnc3n2N=C(c2c[nH]c4ccccc24)CS3)n1,3,0,i,-5,i,i,i,i,12,10,i
O=C(C(c1ccccc1)c1ccccc1)N1CCN(Cc2ccncc2)CC1,-4,3,i,0,i,i,i,i,2,1,i
CC(C)(C)OC(=O)N1CCN(c2ccc(NC(=O)c3ccco3)cc2)CC1,.,.,i,-9,i,i,i,i,-7,-4,i
CCn1cc(Cl)c(C(=O)Nc2nccs2)n1,.,.,i,-6,i,i,i,i,1,-2,i
Cc1nnc(SCC(=O)N2CCN(S(=O)(=O)c3ccccc3)CC2)n1Cc1ccccc1,-2,1,i,-3,i,i,i,i,1,-3,i
COc1ccc(NC(=O)C23CCC(C)(C(=O)O2)C3(C)C)cc1 (centres undefined),2,-8,i,-4,i,i,i,i,1,-3,i
CCN(CC)S(=O)(=O)c1ccc(C(=O)OCCN2C(=O)c3cccc4c(N5CCOCC5)ccc(c34)C2=O)cc1,0,-1,i,-21,i,i,i,6*,0,2,i
CCCCOC(=O)CSC1=C(C#N)C(c2ccccc2OC)C(C#N)C(=O)N1 (centres undefined),-3,4,i,-5,i,i,i,i,-1,.,i
O=C(Nc1cnn(C23CC4CC(CC(C4)C2)C3)c1)c1cnn2c(C(F)(F)F)cc(-c3ccco3)nc12,-5,-1,i,-26,i,i,-8.5*,11*,1,.,i
Cc1ccccc1C(=O)Nc1ccc2c(C#N)c3nc4ccccc4nc3n2c1,4,0,i,-12,.,i,i,8*,0,5,i
CNc1ccc(C(=O)c2ccccc2C(=O)O)cc1[N+](=O)[O-],-3,6,i,-9,i,i,i,i,2,-6,i
Cc1oc2cc(OCC(=O)O)ccc2c(=O)c1Oc1ccccc1,-1,-7,i,0,i,i,i,i,3,2,i
Cc1occc1C(=O)N1CCN(S(=O)(=O)c2ccccc2)CC1,5,4,i,-5,i,i,i,i,-1,1,i
CCOc1ccccc1CN1CCN(CC2CC2)CC1CCO (centres undefined),-1,3,i,0,i,i,i,i,-1,3,i
O=C(Cn1cc2c(n1)CCCCC2)NCCCN1CCOCC1,.,0,i,-3,i,i,i,i,-1,11,i
Cc1ccc(NC(=O)C2CCN(S(=O)(=O)c3c(C)nn(C)c3C)CC2)c(Cl)c1,0,-12,i,-8,i,i,i,i,1,-6,i
COC(=O)c1ccc(COC(=O)c2nn(C)c(=O)c3ccccc23)cc1,1,-6,i,-20,i,i,i,i,2,-5,i
CCN(CC)CCSc1nc(O)c(C(C)C)c(=O)[nH]1,-2,-4,i,-1,i,i,i,i,0,1,i
COC(=O)c1cccc(N(CC(=O)NC2CCCC2)C(=O)CCC(=O)Nc2cc(C)on2)c1,-2,-2,i,-3,i,i,i,i,-1,-2,i
O=C(CNC(=O)c1ccc(=O)[nH]c1)Nc1ccc(F)c(F)c1,-17,6,i,-4,i,i,i,i,2,-3,i
# Next results follow:
SMILES,GSK3 alpha inh,HDAC3 inhib,KCNQ1 pot,hERG rescue,PolyA inh,KCNK9 block,RGS4 act,KCNQ1 inh,GSK3beta inhib,DYRK1A inh,KCNK3 inh
O=C(Nc1cc(C(F)(F)F)ccc1Cl)c1ccncc1,-1,4,i,-4,i,i,i,i,0,.,i
CC(C)n1c(C(F)(F)F)nc2cc(C(=O)N3CCOCC3)ccc21,-2,-3,i,-7,i,i,i,i,3,8,i
Cc1cc2c(=O)n(NC(N)=O)c(C)nc2s1,-1,8,i,-5,.,i,i,i,-2,9,i
Cc1[nH][nH]c(=O)c1C(c1cc(Br)ccc1O)c1c(C)[nH][nH]c1=O,0,-1,i,-8,i,i,i,i,-5,0,i
CC(NC(=O)Nc1ccc(Cl)cc1)C1CCCO1 (centres undefined),-1,-2,i,-3,i,i,i,i,2,-1,i
O=C(Nc1ccccc1)Nc1c(F)cccc1F,-2,-2,i,-7,i,i,i,i,-2,-1,i
Cn1c(SCC(=O)N2CCN(c3ccccc3)CC2)nnc1-c1ccccc1,0,-2,i,-1,i,i,i,i,1,-2,i
CS(=O)(=O)N(CC(=O)N1CCN(c2ccc(F)cc2)CC1)c1ccc(F)c(Cl)c1,0,-2,i,-9,i,i,i,i,1,5,i
C[n+]1ccc(C(=O)Nc2ccccc2Cl)cc1,-1,0,i,-4,i,i,i,i,2,-1,i
CCCCNC(=O)C1CC(=O)N(CCc2ccccc2)C1 (centres undefined),0,3,i,-16,i,i,i,i,1,-2,i
CC(=O)c1sc(NC(=O)CN2C(=O)CCC2=O)nc1C,5,6,i,0,i,i,i,i,-8,7,i
COc1ccc(/C=N/NC(=O)c2ccn[nH]2)cc1Cn1cc([N+](=O)[O-])cn1,3,8,i,-16,i,i,i,i,2,3,i
Nc1nnc(SCC(=O)NN2C(=O)NC3(CCCCC3)C2=O)s1,-3,6,i,-2,i,i,i,i,3,-10,i

# Screening results (PubChem)
